Bioassay records (PubChem BioAssay)
MT stabilize HCS – microtubule stabilizers in HeLa cells, primary screen, imaging, high-content imaging. HeLa tubulin immunostaining HCS, 24 h; share of cells brighter than vehicle mean+2SD. % tubulin-high responders, % at 10 µM. 200,000 compounds, 0.83% hits. AID 2205, 2009;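 active = plate Z-score above 3 for both tubulin-high and condensed-nucleus cell shares, with cell loss under 80%, at 10 µM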;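 also: anti alpha tubulin signal scored within the nucleus-defined area of each cell; some results filed as inactive read as strong as hits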
P. falciparum M17LAP – P. falciparum M17LAP inhibitors, primary screen, biochemical, fluorogenic H-Leu-NHMec substrate, 1536-well (AID 1619) | Leucine aminopeptidase (Plasmodium falciparum (isolate 3D7)) | recombinant M17LAP, H-Leu-NHMec fluorogenic kinetic assay; higher % means a stronger effect | one-dose inhibition, % at 30 µM; IC50 in µM for titrated hits | 220,000 compounds, 0.38% hits;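 active = compound inhibiting the enzyme by more than half at any dose during confirmatory dose-response retesting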;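 also: plate controls were full reaction with DMSO carrier for no effect and no enzyme background for full effect; strong numbers were not always called active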
Lipid droplet – inhibitors of hepatocyte lipid droplet formation, primary screen, imaging, high-throughput imaging, BODIPY stain; AML12 mouse hepatocytes, oleate lipid droplets; inhibition, % at 6.5 µM; 240,000 compounds, 0.4% hits;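 active = lipid droplet intensity inhibited by at least 50%, with more than 500 cells counted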
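Material: mouse AML12 hepatocyte cell line, fixed after treatment; Timing: compound with oleate, overnight; Technique: high-content imaging of BODIPY-stained droplets and DAPI nuclei; Probe or stimulus: oleate, 100 µM final; Dosing: compound at 6.5 µM only.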
ER stress rescue – rescue of cells from ER stress-induced death, primary screen, 384-well, CSM14.1, thapsigargin, ATP luminescence (AID 1222). 190,000 tested, under 10 active. cellular ATP content (survival), % at 20 µM, or EC50 in µM where a hit was titrated. CSM14.1 thapsigargin-induced death rescue, ATP luminescence; higher % means a stronger effect;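 active = EC50 below 50 µM in the dose-response confirmation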;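 also: death triggered by thapsigargin at about 15 µM added after 2 h compound pretreatment; cell ATP read after overnight thapsigargin exposure of roughly 18 to 22 hours; normalized against plate controls of thapsigargin alone and 5% DMSO vehicle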
Yfh1-off respiration – enhancers of respiration in Yfh1-depleted yeast, dose response, Friedreich's ataxia, plus single-dose screen (AID 1465). 220,000 compounds, 0.074% hits. one-dose fold induction at 50 µM; EC50 in µM for titrated hits. S. cerevisiae Yfh1-off respiration, WST-1 reduction, 72 h; higher fold induction means a stronger effect;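 active = fold induction of absorbance versus untreated yeast above a set limit, then at least 30% activation at any dose in follow-up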;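 also: activators that raise dye reduction in frataxin-depleted yeast; strong numbers were not always called active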
Insulin prom up – insulin promoter activators in MIN6 cells, imaging, high-content screening, mouse beta cells; MIN6 insulin promoter-GFP reporter; stronger effect = higher value; z-score at 5 µM; 190,000 compounds, 0.3% hits;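 active = z-score above 3 at 5 µM with at least 500 cells counted in the well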
M1AAP inhibition – P. falciparum M1AAP inhibitors, biochemical, fluorogenic H-Leu-NHMec substrate, 1536-well (AID 1445). recombinant M1AAP, H-Leu-NHMec fluorogenic kinetic assay; higher % means a stronger effect. 220,000 compounds, 0.42% hits. one-dose inhibition, % at 30 µM; IC50 in µM for titrated hits. Aminopeptidase N (Plasmodium falciparum (isolate 3D7));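 active = primary inhibition above the hit cutoff, then over 50% inhibition at one or more dose response concentrations, cut at about 23% in these data, passing the limit was not always enough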;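 also: plate controls were DMSO full reaction for no effect and no enzyme background for full effect; strong numbers were not always called active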
Autophagy HCS – autophagy modulators in MEF cells, primary screen, imaging, high-content, MEF GFP-LC3; AID 463193, 2010; 190,000 compounds, 0.98% hits; MEF GFP-LC3 puncta imaging; test concentration mostly 10 µM; calls only at 10 µM (by protocol);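 active = percentage of spot-positive cells more than 3 SD above its plate mean, without a fluorescence outlier flag or 80% toxicity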;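 also: spot-positive cell cutoff set from DMSO-treated cells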
Dynein cargo inh – inhibitors of GR-EGFP nuclear translocation, primary screen, dynein cargo transport inhibitor project, imaging, high-content, 3617.4 mouse cells; test concentration mostly 20 µM; stimulated with dexamethasone, 1 µM; stronger effect = lower value; AID 1381, 2008; 220,000 compounds, 0.47% hits; z-score, hits read low;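 active = plate z-score of nuclear minus cytoplasmic receptor signal below a set negative limit, without overly bright fluorescence or cell loss, cut at about -3.5 in these data, passing the limit was not always enough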;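 also: z-score of nuclear minus cytoplasmic ring GR-EGFP intensity difference per well; some compounds called inactive have numbers as strong as hits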
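Also added: dexamethasone, 1.0 µM final. Medium: tet-free, stripped-serum medium. Detection: fixed, Hoechst-stained cells imaged at 10x for EGFP. Read-out: nuclear-to-cytoplasmic GR-EGFP distribution per well. Times: induction 48 h, compound 1 h, agonist 30 min.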
Dynein cargo inh cytoplasmic EGFP – recorded beside Dynein cargo inh, whose call it bears; z-score; measured here: cytoplasmic GR-EGFP intensity; stronger effect = higher value
Dynein cargo inh nuclear GR-EGFP – further read-out of Dynein cargo inh, marked with its call; z-score; measured here: nuclear GR-EGFP intensity;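 lower value marks the stronger effect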
Dynein cargo inh cell count – also measured in Dynein cargo inh; calls as there; z-score; measured here: cell count per field
Insulin prom up cell count – recorded beside Insulin prom up, whose call it bears; cell count; measured here: cytotoxicity, nuclei count;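 total cells summed across four imaged fields per well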
Lipid droplet cells 6.5 µM – also measured in Lipid droplet; calls as there; cell count; measured here: cell count, cytotoxicity flag;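 cells counted across two imaged fields per well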
MT stabilize HCS Hoechst-high % – further read-out of MT stabilize HCS, marked with its call; % Hoechst-high responders; measured here: nuclear condensation Hoechst responders;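 share of cells brighter than vehicle mean plus two SD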
MT stabilize HCS cytotoxicity % – second read-out of MT stabilize HCS, no call of its own (marks repeat the call); toxicity, %; measured here: cytotoxicity by cell density;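 0% = mean cell density of plate MIN control wells and 100% = no cells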
Autophagy HCS cell loss 18 h – also measured in Autophagy HCS; calls as there; toxicity, %; measured here: cell loss, nuclei count;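 cell loss after 18 h compound exposure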
Numbers without * were called inactive; i = inactive; · = no result given.

no.	structure	MT stabilize HCS	MT stabilize HCS Hoechst-high %	MT stabilize HCS cytotoxicity %	P. falciparum M17LAP	Lipid droplet	Lipid droplet cells 6.5 µM	ER stress rescue	Yfh1-off respiration	Insulin prom up	Insulin prom up cell count	M1AAP inhibition	Autophagy HCS	Autophagy HCS cell loss 18 h	Dynein cargo inh	Dynein cargo inh cytoplasmic EGFP	Dynein cargo inh nuclear GR-EGFP	Dynein cargo inh cell count
1	CCC(=O)Nc1cc2c(cc1C(=O)c1ccccc1)OCCO2	2.2	1.9	8.1	-4%	·	·	-0.8%	i	-0.91	1545	9%	i	2	0.36	-0.42	0.13	-0.69
2	CC(C)OC(=O)CSc1nnc(-c2cnccn2)n1C	2.2	1.7	2.1	12%	5	778	-4.8%	i	·	·	-1%	i	-4	0.39	-0.25	0.15	0.84
3	O=C(OCN1C(=O)c2ccccc2C1=O)c1cccs1	4.8	2.8	6.6	13%	·	·	-1.0%	i	-0.62	1583	1%	i	-21	-0.83	-0.34	-0.3	0.57
4	Cc1ccn2c(NC3CCCC3)c(-c3ccncc3)nc2c1	3.0	1.8	0.8	12%	8	679	-4.7%	i	0.26	1327	6%	i	-4	0.78	0.3	0.027	-0.23
5	C[C@]1(C(=O)NCCCNc2ncc(C(F)(F)F)cc2Cl)C=C[C@@H](Cc2ccccc2)N1C(=O)c1ccccc1	4.7	4.3	3.6	5%	-13	755	-3.0%	i	-1.6	958	8%	i	10	-0.45	-0.061	0.31	0.29
6	CN(Cc1ccccc1)C(=O)C(C(=O)c1ccc(F)cc1)n1cc(Cl)ccc1=O (centres undefined)	3.3	2.6	7.8	13%	5	723	-4.9%	i	-0.86	1214	11%	i	-8	-0.89	-0.37	-0.73	0.85
7	Cc1cc(NS(=O)(=O)c2ccc(NC(=O)COc3ccc(Cl)cc3)cc2)no1	1.8	1.2	33	-18%	-4	695	·	·	-0.12	1295	-4%	i	1	0.032	0.012	0.42	-0.56
8	O=C(Nc1ccc2oc(=O)ccc2c1)c1cc2ccccc2o1	2.5	3.4	4.9	-10%	8	760	3.5%	i	-0.78	913	8%	i	2	0.75	-0.23	0.72	0.12
9	CCCCC(OC(=O)c1cc2occc2n1C)C(=O)NCC1CCCO1 (centres undefined)	3.3	2.4	5.2	-7%	·	·	-1.2%	i	0.59	1126	2%	i	6	-0.16	-0.21	0.19	-0.32
10	CN(C)c1ccc(NC(=O)c2ccc(Cn3cc([N+](=O)[O-])cn3)cc2)cc1	2.7	2.1	8.1	20%	-18	624	0.7%	i	-1.7	1145	11%	i	3	0.11	-0.14	-0.21	0.13
11	CCOC(=O)CCc1c(C)c(C#N)c2nc3ccccc3n2c1-n1cnc2ccccc21	1.7	1.3	7.3	-10%	6	711	-0.3%	i	-0.32	883	2%	i	-13	2.2	0.029	1.1	-0.52
12	O=C(O/N=C1\C(=O)N(c2ccccc2)c2ccccc21)C1CC1	2.7	1.7	1.3	4%	-2	669	-0.7%	i	0.13	1256	5%	i	3	-0.33	-0.36	0.16	0.39
13	CCOC(=O)Cc1nnc(NC(=O)C(CC)Sc2nc(C)cc(=O)[nH]2)s1 (centres undefined)	2.3	1.6	1.0	11%	1	675	·	i	·	·	11%	i	-14	0.94	-0.17	0.62	-0.059
14	CCCCCn1c(CN2CCCCC2CC)nc2c1c(=O)n(C)c(=O)n2C (centres undefined)	4.3	2.4	6.7	·	-16	619	-1.6%	i	-0.43	1845	·	i	-4	-0.033	-0.17	0.21	-0.083
15	CCC1CCC2(CC1)NC(=O)N(CC(=O)Nc1cc(C)on1)C2=O (centres undefined)	2.2	2.2	1.1	-14%	16	667	5.5%	i	0.14	1402	-1%	i	7	0.41	-0.3	-0.22	-0.3
16	O=C(CCN1CCN(c2ccccc2)CC1)N/N=C/c1ccccc1O	4.8	2.1	2.0	-3%	1	649	-0.9%	i	-1.4	1310	5%	i	25	-0.34	-0.31	0.16	1
17	CCCOc1ccc(-c2cnc(SCC(N)=O)nc2N)cc1	2.8	1.4	2.9	6%	-8	716	-0.1%	i	0.32	1266	1%	i	-1	-0.69	-0.19	-0.47	1
18	COc1ccc(N(C(=O)CCl)C(C)(C(=O)Nc2c(C)cccc2C)c2ccccn2)cc1 (centres undefined)	1.4	4.2	6.3	-1%	23	567	-1.1%	i	0.66	1488	1%	i	-19	-0.64	-0.29	-0.62	0.57
19	CC1(C)CC(CC(=O)Nc2ccccn2)C(=O)O1 (centres undefined)	3.0	1.5	4.0	-7%	-2	722	-1.7%	i	1.1	1389	2%	i	-15	-0.82	-0.25	-0.23	0.054
20	Cc1oc2nc(SCCCC(=O)NCCCO)nc(N)c2c1C	4.1	2.3	8.1	-4%	10	733	·	·	-0.01	1193	7%	i	-1	-0.24	-0.12	0.18	-0.16
21	COc1cccc(C(=O)NCC(=O)N/N=C(C)\C=C\c2ccccc2)c1	2.7	0.8	5.9	12%	11	717	0.3%	i	-0.22	1052	-4%	i	2	0.28	-0.18	-0.0058	-0.11
22	O=C(NCC(=O)N(Cc1ccco1)C(C(=O)NC1CCCC1)c1ccncc1)c1cccs1 (centres undefined)	3.8	1.8	3.8	3%	·	·	-4.2%	i	·	·	-3%	i	-2	-0.11	-0.13	-0.0013	0.33
23	Cc1cc(N2CCCCC2)nc(SCc2ccc(C#N)cc2)n1	1.7	1.7	13	-4%	·	·	-1.5%	i	-0.62	769	0%	i	5	-0.087	-0.2	0.13	-0.079
24	FC(F)(F)c1ccc(N2CCN(c3cc(-c4ccccc4)nc4ncnn34)CC2)nc1	2.2	1.5	7.3	1%	·	·	0.1%	i	-1	1557	7%	i	15	-0.28	-0.51	-0.14	-0.069
25	CC(=O)c1cccc(NC(=O)Nc2ccc(C(=O)N3CCOCC3)cc2)c1	3.8	1.8	0.9	22%	-24	713	-3.0%	i	·	·	1%	i	1	-0.14	-0.27	-0.21	0.56
26	O=C(Nc1cccnc1)Nc1ccccn1	2.0	1.4	3.5	-2%	-1	759	-0.1%	i	-0.01	1302	2%	i	-4	-1	0.22	-0.94	0.24
27	COc1ccc(NC(=O)Cc2coc3cc(C)ccc23)cn1	1.3	2.9	11	4%	9	678	-1.7%	i	0.28	1273	11%	i	2	-0.4	-0.11	0.55	-0.47
28	Cc1ccccc1C(=O)N/C(=C/c1ccc(-c2cccnc2Cl)o1)C(=O)NCCCN1CCN(C)CC1	3.4	1.7	1.0	18%	·	·	-1.1%	i	0.4	1577	12%	i	4	-0.59	-0.1	-0.95	-0.58
29	O=C(c1ccccc1)N1CCN(c2ncnc3c(-c4ccccc4)nsc23)CC1	1.7	2.2	2.8	9%	8	720	5.5%	i	-0.49	1573	1%	i	-2	-0.29	-0.12	0.037	-0.58
30	Cc1ccc(C(CC(N)=O)c2ccco2)cc1 (centres undefined)	3.3	1.4	4.1	0%	·	·	-0.4%	i	-0.53	1591	0%	i	4	-0.46	-0.23	-0.9	-0.054
31	Cc1ccc(NC(=O)CCSc2nnc(Cc3ccccc3)o2)cc1	3.1	1.4	2.5	-2%	11	736	-0.8%	i	0.96	1385	-2%	i	-13	-0.18	-0.26	-0.026	0.47

At a glance, 2 of the compounds above:
no.	structure	MT stabilize HCS	MT stabilize HCS Hoechst-high %	MT stabilize HCS cytotoxicity %	P. falciparum M17LAP	Lipid droplet	Lipid droplet cells 6.5 µM	ER stress rescue	Yfh1-off respiration	Insulin prom up	Insulin prom up cell count	M1AAP inhibition	Autophagy HCS	Autophagy HCS cell loss 18 h	Dynein cargo inh	Dynein cargo inh cytoplasmic EGFP	Dynein cargo inh nuclear GR-EGFP	Dynein cargo inh cell count
29	O=C(c1ccccc1)N1CCN(c2ncnc3c(-c4ccccc4)nsc23)CC1	1.7	2.2	2.8	9%	8	720	5.5%	i	-0.49	1573	1%	i	-2	-0.29	-0.12	0.037	-0.58
30	Cc1ccc(C(CC(N)=O)c2ccco2)cc1 (centres undefined)	3.3	1.4	4.1	0%	·	·	-0.4%	i	-0.53	1591	0%	i	4	-0.46	-0.23	-0.9	-0.054

This is a random part of the collection; 3.5% or so of the library scored in one or more.
